TNAP activators: human TNAP enzyme activators, primary screen, biochemical, luminescent, no phosphate acceptor, uHTS (AID 1001) | purified TNAP, luminescent activation assay, no phosphate acceptor; higher activation fold means a stronger effect | activation fold at 20 µM, or EC50 in µM where a hit was titrated | hit rate 0.03% among 200,000; in the data active = activation fold from about 3, or a potency from the dose series; inactive = the rest, 99 in 100 with activation fold below about 1.6; note: many of its hits are not listed in these tables
XIAP antagonists: XIAP antagonists, biochemical, IAP family, fluorescence polarization (AID 1018). displacement, % at 20 µM, or IC50 in µM where a hit was titrated. XIAP BIR domain, fluorescence polarization peptide displacement; higher % means a stronger effect. hit rate 0.007% among 200,000; in the data active = displacement above about 50%; note: a part of the inactive calls stands beside numbers as strong as those of hits
RSV antiviral HEp-2: RSV antiviral activity via CPE protection, HEp-2 cells, primary 10 µM value included (AID 2391); HEp-2 cells, RSV-induced CPE inhibition; higher % means a stronger effect; CPE inhibition, % at 10 µM, or IC50 in µM where a hit was titrated; hit rate 0.13% among 310,000; in the data active = a potency from the dose series; inconclusive = CPE inhibition mostly from about 23% at the one dose, without a potency; inactive = the rest, 99 in 100 with CPE inhibition below about 21%; note: strong numbers were not always called active
human PMI inhibitors: human PMI inhibitors, high substrate, primary screen, biochemical, fluorescence intensity, high mannose 6-phosphate (AID 1220); recombinant PMI enzyme, coupled fluorescence intensity; higher % means a stronger effect; one-dose inhibition, % at 20 µM; IC50 in µM for titrated hits; hit rate 0.66% among 190,000
WT yeast gro inh: growth inhibition of WT yeast, mitochondrial fusion screen; mitochondrial fusion phenotypic screen, WT strain; inhibition, % at 10 µM; hit rate 2.1% among 190,000; AID 1362; in the data active = inhibition above about 58%; tested in S. cerevisiae
Siah-1 displacement: Siah-1 peptide-binding antagonists, primary screen, biochemical, fluorescence polarization, rhodamine-plectin, uHTS (AID 1817) | Siah-1 / rhodamine-plectin peptide fluorescence polarization; higher % means a stronger effect | displacement, % at 20 µM, or IC50 in µM where a hit was titrated | hit rate 0.02% among 290,000;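 active = displacement of at least 50% at 20 µM, with a fluorescence ratio check between 0.3 and a set limit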;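 note: plate controls were Siah plus tracer with DMSO for no effect and tracer alone without Siah for full effect; strong numbers were not always called active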
human PMI inhibition: MPI enzyme activity inhibition – biochemical, fluorescence intensity, coupled assay, primary screen (AID 1209). inhibition, % at 20 µM; hits with a dose series show IC50 in µM. purified PMI enzyme, coupled fluorescence intensity; higher % means a stronger effect. hit rate 0.42% among 190,000;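 note: plate controls were DMSO vehicle for no effect and wells lacking substrate for full effect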
PhoP inhibition: inhibitors of PhoP regulon expression, primary screen, Salmonella Typhimurium, GFP reporter (AID 1863) | inhibition, % at 50 µM, or IC50 in µM where a hit was titrated | hit rate 0.16% among 300,000 | S. Typhimurium PhoP-regulated promoter GFP reporter, 4 h; higher % means a stronger effect;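 active = inhibition over 29.93%, a cutoff 3 SD above the screen mean, later confirmed by dose response; inconclusive = inhibition over 29.93% but no dose response follow-up; inactive = inhibition at most 29.93% or unconfirmed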;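 note: 0% = low Mg2+ inducing control and 100% = high Mg2+ repressing control; strong numbers were not always called active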
Myeloid diff 2: promotes myeloid progenitor differentiation. ER-HoxA9 myeloid progenitors, lysozyme-GFP differentiation, flow cytometry. calls only at 10 µM. hit rate 1% among 360,000;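 active = normalized GFP-positive differentiation at or above the plate's own cutoff, the solvent-only control mean plus 3 SD; inconclusive = no clear call, values can overlap the other calls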;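 note: cells exposed to compound for four days before flow analysis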
WT yeast gro inh mutant strain: recorded beside WT yeast gro inh, whose call it bears; inhibition, %; mitochondrial fusion phenotypic screen, mutant strain inhibition
Myeloid diff 2 GFP+ MAC1+ %: second read-out of Myeloid diff 2, no call of its own (marks repeat the call); GFP+ MAC1+ double positive, %; measured here: differentiation confirmed by MAC1 staining
Numbers without * were called inactive; i = inactive; ? = inconclusive; nt = no result given. Cut-off read from the data, not from the text of the source, unless noted: active = inhibition above about 50%; inactive = the rest. Not a hit list; any-hit rate near 3.1%.

SMILES,Myeloid diff 2 GFP+ MAC1+ %,RSV antiviral HEp-2,WT yeast gro inh mutant strain,human PMI inhibition,human PMI inhibitors,Siah-1 displacement,XIAP antagonists,TNAP activators,PhoP inhibition,Myeloid diff 2,WT yeast gro inh
CC(C)C(NS(=O)(=O)c1cccc2nsnc12)C(=O)NC1CCCCC1 (stereo not given),1.3,1.3%,nt,nt,nt,-0.7%,nt,nt,2.2%,i,nt
COCc1cc(C)nc2sc3c(=O)n(-c4cccc5ccccc45)nnc3c12,0.2,4.8%,10.1,-3.8%,-7.0%,-2.3%,-19.9%,1,-2.7%,i,8.3
Cc1cc(=O)oc2c3c(cc(OCC(=O)N[C@@H](C)C(=O)O)c12)OC(C)(C)CC3,0.6,0.6%,nt,nt,nt,3.9%,nt,nt,14.4%,i,nt
CCOc1ccc(NS(=O)(=O)c2ccc(N)cc2)cc1,0.7,1.4%,11.9,6.5%,4.6%,3.6%,-5.4%,1.1,-4.7%,i,24.2
CC(=O)N1CCN(C(=O)C2(NC(=O)Nc3ccc(C)cc3)CCCCC2)CC1,2.5,-0.4%,nt,nt,nt,-7.3%,nt,nt,0.9%,i,nt
Cc1ccc(C(=O)NC2CCN(CC(=O)Nc3c(C)cc(C)cc3C)CC2)cc1,0.6,3.4%,nt,nt,nt,4.4%,nt,nt,7.9%,i,nt
Cn1c2ccccc2c(=O)c2c(=O)n(-c3ccccc3)c(-c3ccc(C(C)(C)C)cc3)nc21,0.8,?,nt,nt,nt,0.5%,nt,nt,-0.2%,i,nt
CCOC(=O)CSc1nc2ccc(C)cc2[nH]1,0.5,0.9%,-0.9,-19.2%,-17.5%,14.1%,-5.2%,1.1,-1.4%,i,-3.3
CCOC(=O)c1cc(C(C)(C)C)nc(SC)c1C#N,0.4,1.2%,nt,nt,nt,2.0%,nt,nt,3.2%,i,nt
CCOc1ccc(NC(=O)CN2CCN(CC(=O)Nc3ccc(C(N)=O)cc3)CC2)cc1,1.3,-1.2%,nt,nt,nt,-3.0%,nt,nt,10.9%,i,nt
COc1ccc(-c2sc3ccccc3c2C#CC2(O)CCCCC2)cc1,1.3,-2.7%,nt,nt,nt,2.8%,nt,nt,-3.0%,i,nt
CCCCCOC(=O)c1[nH]c2c(c1C)C(=O)CC(c1ccco1)C2 (stereo not given),nt,-0.5%,-1.9,-8.2%,2.9%,2.0%,-4.7%,1,9.0%,?,22.1
COc1cc(NS(=O)(=O)c2ccc(NC(=O)c3cccs3)cc2)nc(OC)n1,0.5,1.2%,nt,nt,nt,0.3%,nt,nt,7.1%,i,nt
CC(C)C[C@@]12C(=O)N(c3ccc(Br)cc3)C(=O)N1[C@H](c1ccc(Br)cc1)[C@@H]1C(=O)N(C(C)(C)C)C(=O)[C@@H]12,2.1,16.3%,nt,nt,nt,0.9%,nt,nt,-3.3%,i,nt
COc1ccc(-c2cc(=O)oc3c(C)c(OCC(=O)NCCCn4ccnc4)ccc23)cc1,3.4,2.0%,nt,nt,nt,-2.9%,nt,nt,-7.2%,i,nt
N#CC1=C(N)Oc2[nH]c(=S)[nH]c(=O)c2C12C(=O)Nc1ccccc12 (stereo not given),0.3,-0.2%,6.8,-17.3%,46.2%,-2.2%,1.8%,1.1,-4.2%,i,-8.1
O=C1CC(N2CCN(c3cccc(C(F)(F)F)c3)CC2)C(=O)N1c1ccccc1F (stereo not given),0.5,3.5%,-2.5,11.0%,16.8%,-1.0%,-2.2%,1.1,-2.0%,i,11.6
Cc1cc(C)n(C(=O)CNC(=O)C(c2ccccc2)c2ccccc2)n1,0.9,0.8%,-3.3,-7.5%,-10.0%,6.4%,-3.3%,1.1,-0.4%,i,-3.1
CS(=O)(=O)N(CC(=O)N1CCC(C(N)=O)CC1)c1cc(C(F)(F)F)ccc1Cl,0.0,0.6%,-5.5,14.4%,16.7%,1.8%,-5.5%,1.1,nt,i,-11.7
CN(C)S(=O)(=O)c1cccc(NC(=O)COC(=O)c2cc(=O)c3ccccc3o2)c1,0.7,2.7%,nt,nt,nt,-0.6%,nt,nt,-8.7%,i,nt
CC(=O)c1cc(F)c(N2CCN(C(=O)COc3ccc(F)cc3)CC2)cc1C,3.0,1.0%,-13.4,5.7%,6.0%,0.9%,-3.1%,1.1,-4.4%,i,12.9
Cc1cccc(-n2c(C)c(C)c3c(N)ncnc32)c1,0.2,4.9%,nt,nt,nt,-5.0%,nt,nt,8.9%,i,nt
COc1ccc(-c2ccc(NS(=O)(=O)c3cc([N+](=O)[O-])ccc3C)cc2)nn1,0.9,4.5%,nt,nt,nt,-0.7%,nt,nt,1.1%,i,nt
O=C(C1CC(c2ccc(F)cc2)=NO1)N1CCN(Cc2ccccc2)CC1 (stereo not given),2.2,2.6%,30.7,-12.5%,-12.4%,-3.8%,-1.4%,1,12.7%,i,13.9
CCCCC(CCCC)=N/N=C/c1c(O)n(CC)c2cc(C3=NNC(=O)CC3)ccc12,0.4,1.4%,13.8,-32.5%,-34.9%,2.7%,-1.9%,1.1,1.0%,i,12.1
CC(NC(=O)CSC1=NCCS1)c1ccccc1 (stereo not given),1.1,0.4%,-5.4,4.8%,8.5%,4.6%,-4.9%,1.1,-0.9%,i,-15.1
COc1ccccc1NC(=O)c1ccc(NS(=O)(=O)c2ccc(F)c(F)c2F)cc1,1.6,21.7%,-8.1,-19.3%,-23.9%,-0.3%,-7.0%,1.1,5.4%,i,2.4
CC(C)c1onc(C(=O)NCc2ccc(F)cc2)c1[N+](=O)[O-],0.1,0.7%,1.2,-6.2%,-10.3%,13.3%,-3.9%,1,-6.3%,i,-0.4
O=C(O)c1ccc(S(=O)(=O)Nc2ccc3c(c2)OCCO3)cc1,0.5,0.3%,nt,nt,nt,-6.5%,nt,nt,0.9%,i,nt
Cc1ccc(CCNC(=O)C2CCCN2S(=O)(=O)c2ccc3c(c2)CCC(=O)N3)cc1 (stereo not given),3.7,1.5%,-2.8,0.6%,0.1%,5.1%,13.8%,1,-7.5%,i,12.2
Cc1ccc(-c2[nH]ncc2/C=N/n2c(COc3ccccc3)nc3ccccc3c2=O)cc1,0.7,-1.7%,-4.9,22.3%,11.7%,5.1%,-27.4%,1.3,4.9%,i,16.7
CCOc1ccc(C2OC34CCCCC3C(C#N)(C#N)C2(C#N)C(=N)O4)cc1OC (stereo not given),0.6,3.8%,-28.8,16.1%,6.5%,-3.1%,-3.6%,1,-39.0%,i,-6.3
Cc1c(NC(=O)CC(=O)Nc2c(C)n(C)n(-c3ccccc3)c2=O)c(=O)n(-c2ccccc2)n1C,1.1,2.9%,16.3,11.6%,13.4%,-0.9%,-2.5%,1.1,-5.1%,i,26.2
COc1ccc(NC(=O)CSc2nc(N)c(NC(=O)c3ccccc3F)c(=O)[nH]2)cc1,3.8,1.2%,nt,nt,nt,-2.8%,nt,nt,-5.4%,i,nt
O=C(Nc1ccc(-c2csc(-c3ccccc3)n2)cc1)c1ccccc1,1.0,0.6%,-11.8,-1.6%,-6.3%,2.7%,-6.1%,1.1,2.3%,i,-2.3
CCOC(=O)N1CCC(NC(=O)c2ccc3c(c2)N(Cc2ccccc2)CCS3)CC1,3.8,1.8%,1.3,13.3%,13.2%,-0.6%,-5.1%,1.2,6.8%,i,42.1
C=CC[C@H]1CC(C)=C[C@H](CC=C)N1C(=O)c1cc(COc2ccccc2SC)on1,1.0,14.1%,nt,nt,nt,2.5%,nt,nt,-5.0%,i,nt
Cn1nnnc1SCC(=O)Nc1ccc(Cl)cc1Cl,nt,nt,nt,2.3%,10.5%,-3.7%,-3.2%,1,nt,nt,nt
Cc1ccc(CNCc2cc3c(C(C)(C)C)nn(-c4ccccc4)c3[nH]c2=O)cc1,1.1,2.9%,-9.6,-4.5%,-8.9%,-2.1%,-7.5%,1.1,6.1%,i,14.7
COc1ccc(CNC(=O)C2CC=CCC2C(=O)O)cc1OC (stereo not given),0.8,1.2%,-15.8,-0.5%,0.5%,-2.3%,-3.9%,1.1,-7.6%,i,-1.0
COc1ccc(NC(=O)Nc2ccccc2C(N)=O)cc1OC,6.1,-0.1%,-4.4,17.1%,17.7%,0.6%,-0.8%,1,-1.9%,i,6.9
O=C(O)C1C2CCC(CC2)C1C(=O)N1CCN(Cc2ccc(F)cc2)CC1 (stereo not given),0.1,0.1%,nt,nt,nt,8.3%,nt,nt,2.9%,i,nt
Cc1cc2nc3n(c2cc1C)CC1CC(C(=O)NCCc2cccs2)N(C)C31 (stereo not given),0.3,-1.1%,nt,nt,nt,11.8%,nt,nt,-2.1%,i,nt
O=C(c1ccc(S(=O)(=O)N2CCCCC2)cc1)N1CCc2ccccc2C1,0.7,8.7%,-8.6,14.7%,11.9%,-1.5%,-3.9%,1.1,-3.3%,i,0.3
Cc1ccccc1N1CCN(Cc2c[nH]c3ccccc23)CC1,4.7,-1.8%,10.1,2.0%,1.9%,3.8%,-3.3%,1,24.4%,i,9.3
COC(=O)C1C2C=CC3(CN(CC4CCCO4)C(=O)C13)O2 (stereo not given),1.7,2.1%,8.9,8.8%,2.4%,-3.0%,-8.0%,1.1,-8.8%,i,-10.6
CCOC(=O)c1ccc2c(c1)C1C=CCC1C(C(=O)OCC)N2 (stereo not given),0.9,4.9%,nt,nt,nt,-3.2%,nt,nt,-4.9%,i,nt
Cc1cc(C)nc(Sc2c(F)c(F)c(C(F)(F)F)c(F)c2F)n1,0.8,3.7%,-0.6,-0.3%,1.4%,-1.5%,-6.4%,1.1,10.6%,i,0.1
Cc1cc2c(NCC(C)O)ncnc2s1 (stereo not given),0.6,0.1%,8.6,nt,nt,nt,nt,nt,3.5%,i,14.0
CN(c1ccccc1)S(=O)(=O)c1ccc(NC(=S)Nc2ccccc2)cc1,4.3,1.9%,-43.1,-0.9%,-2.0%,4.1%,-3.1%,1,6.3%,i,-6.9
CC1CCCCC1NC(=O)CSc1nnnn1-c1ccccc1 (stereo not given),0.8,1.6%,-17.4,5.2%,7.3%,0.8%,0.2%,1.1,11.0%,i,4.8
Cc1nc(N2CCN(c3ccccn3)CC2)c2c(C)c(C(=O)Nc3c(F)cc(F)cc3Br)sc2n1,0.7,?,nt,nt,nt,2.5%,nt,nt,3.0%,i,nt
CC(=O)Cn1c(N2CCC(Cc3ccccc3)CC2)nc2c1c(=O)[nH]c(=O)n2C,0.7,2.3%,-0.6,14.0%,9.1%,-3.8%,-4.6%,1,3.7%,i,3.2
CCOC(=O)c1ccc(N2C(=O)C(O)=C(C(C)=O)C2c2ccc([N+](=O)[O-])cc2)cc1 (stereo not given),0.6,-0.3%,nt,nt,nt,5.3%,nt,nt,-2.0%,i,nt
COc1ccc(N(CC(=O)Nc2ccc(Cl)cc2)S(=O)(=O)c2c(C)n[nH]c2C)cc1,2.5,5.4%,nt,nt,nt,8.6%,nt,nt,-4.6%,i,nt
